Screens deposited in PubChem BioAssay by The Scripps Research Institute Molecular Screening Center.
OXTR ag: human OXTR agonists, primary screen, fluorescence, CHO-OTR cells, Fluo-8 calcium | Oxytocin receptor (Homo sapiens), P30559 | Fluo-8 calcium fluorescence; normalized: DMSO 0%, oxytocin 100% | activation, % at 3 µM | 320,000 tested, 0.32% active;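 active = activation above the mean of all tested compounds plus 3 SD, cutoff set per screening run, cut at about 20% in these data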;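 also: peak over basal fluorescence ratio from a 100 s FLIPR kinetic read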
Target sequence (P30559 whole entry, looked up): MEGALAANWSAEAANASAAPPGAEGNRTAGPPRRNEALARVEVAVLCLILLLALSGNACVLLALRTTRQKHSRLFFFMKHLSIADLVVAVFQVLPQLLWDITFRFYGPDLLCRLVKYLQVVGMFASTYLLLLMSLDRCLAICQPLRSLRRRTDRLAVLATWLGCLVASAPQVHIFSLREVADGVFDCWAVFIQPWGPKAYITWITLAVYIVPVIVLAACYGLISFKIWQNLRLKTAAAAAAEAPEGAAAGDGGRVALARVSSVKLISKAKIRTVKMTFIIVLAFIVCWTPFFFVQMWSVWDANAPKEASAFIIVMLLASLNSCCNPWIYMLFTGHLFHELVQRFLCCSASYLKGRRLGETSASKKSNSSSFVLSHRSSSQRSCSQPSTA
CHO parental Ca: ATP-evoked calcium signal inhibitors, parental CHO, primary screen, counter-screen for OX1R antagonist project, cell-based, fluorescence, Fluo-8 calcium dye. parental CHO-K1, ATP-induced calcium, Fluo-8 fluorescence. 330,000 tested, 0.63% active. inhibition, % at 5.6 µM;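 active = inhibition above that plate's mean sample inhibition plus 3 SD, cut at about 26% in these data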;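 also: 0% = ATP-challenged DMSO wells and 100% = DMSO wells without ATP; some compounds past the cut are filed as inactive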
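Measured by: calcium-sensitive Fluo-8 fluorescence / Test system: CHO parental line / Controls: ATP-challenged DMSO wells low, unchallenged DMSO wells high / Measure: % inhibition / Compound: single nominal dose of 5.6 µM per compound / Replicates: single well per compound, no replicates / Reagent: ATP as calcium-mobilizing challenge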
M1 ag: human M1 muscarinic receptor agonists, primary screen, Fluo-8 calcium fluorescence, CHO-K1 cells, HTS; AID 588814, 2011; Muscarinic acetylcholine receptor M1 (Homo sapiens), P11229; 360,000 tested, 0.33% active; CHO-K1 hM1, agonist mode; 0% DMSO, 100% acetylcholine EC100; activation, % at 3 µM;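 active = activation above the run's mean compound activation plus 3 SD, cut at about 16% in these data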;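 also: peak over basal fluorescence ratio within a 140 s kinetic read after compound addition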
TAAR1 antag: human TAAR1 antagonists, primary screen, Fluo-8 calcium fluorescence, CHO RD-HGA16 cells | 360,000 tested, 1.5% active | inhibition, % at 3 µM | antagonist;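 active = inhibition above a per-plate cutoff, the mean inhibition of test compounds on that plate plus 3 SD, cut at about 49% in these data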;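 also: 0% = DMSO plus EC80 beta-PEA response and 100% = DMSO alone without agonist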
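Assay system: RD-HGA16 CHO cells with stable hTAAR1 and Gα16 / Reagent: EC80 β-phenethylamine stimulus / Doses: 3 µM, single point / Timing: dye loading 75 min at 37 °C, then 30 min room temperature / Measured by: Fluo-8 intracellular calcium dye fluorescence, real-time kinetic reads / Controls: vehicle wells and EC80 agonist wells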
M1 PAM: human M1 muscarinic receptor positive allosteric modulators, primary screen, CHO-K1 cells, Fluo-8 calcium fluorescence, 1536-well. CHO-K1 hM1, ACh EC20; 0% = ACh EC20, 100% = maximal ACh. activation, % at 3 µM. 360,000 tested, 0.088% active; in the data active = activation above about 19%, passing the limit was not always enough
OXTR potentiator: human OXTR potentiators, primary screen, fluorescence, CHO-OTR cells, Fluo-8 calcium; activation, % at 3 µM; 320,000 tested, 0.061% active; Oxytocin receptor (Homo sapiens), P30559; AID 2445, 2010; Fluo-8 calcium fluorescence, potentiator mode; 0% = oxytocin EC15, 100% = EC100;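 active = activation above that plate's cutoff, the mean activation of tested compounds plus 3 SD, cut at about 6.6% in these data, passing the limit was not always enough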;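 also: 100% uses oxytocin at 75 nM as the full agonist control; some results filed as inactive read as strong as hits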
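Assay system: CHO cell line stably expressing human OTR. Reagent: EC15 oxytocin agonist. Dosing: single dose, 3.0 µM nominal final compound concentration. Timing: compound 6 min at room temperature before oxytocin, 100 s read. Signal: kinetic Fluo-8 calcium fluorescence. Controls: oxytocin EC15 low and EC100 high.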
TAAR1 agonist: human TAAR1 agonists, primary screen, Fluo-8 calcium fluorescence, CHO RD-HGA16 cells; vehicle wells 0%, saturating PEA agonist 100%; activation, % at 3 µM; 360,000 tested, 0.99% active; AID 624467, 2012;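 active = activation above the mean activation of all test compounds in the run plus 3 SD, cut at about 38% in these data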
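System: CHO-derived RD-HGA16 cells with stable Gα16 and human TAAR1. Times: 17-24 h plating, Fluo-8 75 min 37 °C, 30 min RT. Measured by: calcium-sensitive Fluo-8 signal, excitation 470-495, emission 515-575 nm. Read-out basis: % activation relative to PEA EC100 response. Control set: DMSO and PEA EC100. Repeats: no replicates (n 1).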
V1aR counter: agonists of human V1a receptor, primary screen, counter-screen for OXTR agonist project, fluorescence, CHO-V1R cells. 320,000 tested, 0.25% active. Fluo-8 calcium fluorescence, agonist mode; 0% DMSO, 100% 3 nM vasopressin. activation, % at 3 µM;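 active = activation above the mean activation of all tested compounds plus 3 SD, per screening run, cut at about 20% in these data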;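 also: signal is peak over basal fluorescence ratio across a 100 second FLIPR read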
Target sequence (P37288 whole entry, looked up): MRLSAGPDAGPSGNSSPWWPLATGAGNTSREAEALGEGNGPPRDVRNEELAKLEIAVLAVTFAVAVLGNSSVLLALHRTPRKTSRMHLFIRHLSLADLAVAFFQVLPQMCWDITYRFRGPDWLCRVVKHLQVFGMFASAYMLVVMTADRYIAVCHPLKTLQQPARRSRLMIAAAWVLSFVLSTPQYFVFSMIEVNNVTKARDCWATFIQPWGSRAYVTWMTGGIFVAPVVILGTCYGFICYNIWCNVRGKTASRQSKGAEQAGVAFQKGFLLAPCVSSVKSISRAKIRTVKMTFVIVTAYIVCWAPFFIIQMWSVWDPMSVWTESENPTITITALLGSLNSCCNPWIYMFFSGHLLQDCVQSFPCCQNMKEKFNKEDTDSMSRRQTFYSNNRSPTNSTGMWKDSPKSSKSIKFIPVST
CHRM1 antagonist: human M1 muscarinic receptor antagonists, primary screen, CHO-K1 cells, Fluo-8 calcium fluorescence, 1536-well; AID 588852, 2011; Muscarinic acetylcholine receptor M1 (Homo sapiens), P11229; inhibition, % at 3 µM; 360,000 tested, 1.3% active; CHO-K1 hM1, ACh EC80 antagonist;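 active = percent inhibition above its own plate's cutoff, namely the mean of that plate's compound wells plus 3 SD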;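 also: peak over basal fluorescence ratio during 140 s after agonist addition; 0% = ACh EC80 plus DMSO and 100% = DMSO alone without agonist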
Starred values were filed as active, the others as inactive; nt = no result given.

SMILES | OXTR ag | CHO parental Ca | M1 ag | TAAR1 antag | M1 PAM | OXTR potentiator | TAAR1 agonist | V1aR counter | CHRM1 antagonist
CCNC(=O)CCc1nc(-c2ccc(C)cc2)no1 | 0.2 | -14 | -1 | -15 | 4 | -2 | 0 | -0.1 | -5
CC(C)(C)OC(=O)NC(Cc1ccccc1)C(=O)N1CCCC1C(=O)O (stereo not drawn) | 0.4 | -3 | -5 | 3 | 5 | -8 | 6 | 0.1 | -4
O=C(CSc1nccc(-c2cccs2)n1)Nc1ccc(Cl)cc1 | -1.2 | -10 | -4 | -16 | -1 | -2 | -3 | -1.1 | -3
CCn1c(/C=C/c2c(C)n(CC)c3ccccc23)nc2ccccc2c1=O | 0.4 | -15 | -6 | 5 | 4 | 2 | 0 | 0.1 | -7
COc1ccccc1-n1cc(CN2CCN(C3CCCC3)C(CCO)C2)cn1 (stereo not drawn) | -0.3 | -2 | -11 | -2 | -22 | 4 | 8 | -0.2 | 18
O=S1(=O)N=C2CCCCCN2C(c2ccccc2)N1 (stereo not drawn) | 1.4 | 5 | -5 | 17 | -11 | -4 | 0 | 0.1 | 10
O=c1nc2n(c3ccc(Br)cc13)CCS2 | 0.5 | -13 | -5 | 0 | 2 | -14 | 6 | -0.2 | 5
Cc1ccc(NC(=O)C(C)Sc2nnc3n2CCCCC3)cc1S(=O)(=O)N1CCOCC1 (stereo not drawn) | nt | nt | -7 | 5 | 10 | nt | 3 | nt | -18
O=C(C1CCCCC1)N1C[C@@H](O)[C@H](n2cc(-c3ccc(F)cc3)nn2)C[C@@H]1c1ccc(Cl)cc1 | nt | nt | -5 | 5 | 6 | nt | 1 | nt | -13
CC(=O)c1ccc(NC(=O)C(C)N(C)CC(=O)Nc2cccc(F)c2)cc1 (stereo not drawn) | 0.4 | -8 | -1 | 9 | 11 | -1 | 2 | 0.6 | -14
OCC1(Cc2ccc(F)cc2)CCCN(CCc2ccccc2)C1 (stereo not drawn) | 0.1 | -22 | -9 | -6 | -16 | 0 | 2 | 0.9 | 24
Cc1ccccc1S(=O)(=O)Cc1ccc(C(=O)NCCCN2CCC(C)CC2)o1 | -0.2 | -12 | -6 | -12 | 3 | -10 | 0 | -0.7 | -6
Cc1nn(C)cc1CN1CCCC(C(=O)c2ccc(-c3ccccc3)cc2)C1 (stereo not drawn) | 3.7 | -19 | -14 | 4 | -33 | -11 | 7 | 4.0 | 12
CCOC(=O)C1(CCc2ccccc2)CCN(Cc2ccc(OC)cc2)CC1 | 2.5 | -5 | -10 | -6 | 7 | -1 | 12 | 11 | -7
O=S(=O)(c1ccccc1)c1cnc(-c2cccnc2)nc1-c1ccccc1 | -0.1 | -4 | -4 | 3 | -6 | -2 | 7 | -1.0 | 10

Single records (already shown):
`Cc1ccc(NC(=O)C(C)Sc2nnc3n2CCCCC3)cc1S(=O)(=O)N1CCOCC1` (stereo not drawn) is listed with OXTR ag = nt; CHO parental Ca = nt; M1 ag = -7; TAAR1 antag = 5; M1 PAM = 10; OXTR potentiator = nt; TAAR1 agonist = 3; V1aR counter = nt; CHRM1 antagonist = -18
`Cc1ccccc1S(=O)(=O)Cc1ccc(C(=O)NCCCN2CCC(C)CC2)o1` is listed with OXTR ag = -0.2; CHO parental Ca = -12; M1 ag = -6; TAAR1 antag = -12; M1 PAM = 3; OXTR potentiator = -10; TAAR1 agonist = 0; V1aR counter = -0.7; CHRM1 antagonist = -6

New compounds follow:
SMILES | OXTR ag | CHO parental Ca | M1 ag | TAAR1 antag | M1 PAM | OXTR potentiator | TAAR1 agonist | V1aR counter | CHRM1 antagonist
CCN(CC)C(=O)c1[nH]cnc1C(=O)N[C@@H](CC(C)C)C(=O)OC(C)(C)C | -2.0 | -4 | -6 | 6 | 8 | -2 | 1 | -0.3 | -6
COc1ccc(N(CC(=O)Nc2cc(C)ccc2C)S(=O)(=O)c2c(C)nn(C)c2C)cc1 | 0.1 | -9 | -5 | -22 | -2 | -4 | 3 | 0.5 | 1
O=C(Nc1c2c(nn1-c1cccc(Cl)c1)CS(=O)(=O)C2)c1ccc2c(c1)OCO2 | 1.6 | -10 | -2 | -2 | -3 | -3 | 0 | 4.1 | 9
O=C(NN=C1CCCC1)c1n[nH]c2c1CCCC2 | -0.1 | 5 | -6 | -6 | 11 | -9 | 0 | 0.7 | -10
CC(=O)Nc1cccc(C)c1 | 1.3 | -15 | -3 | -2 | 5 | 5 | 2 | 0.7 | -10
CC(C)[C@H]1COC(NC2=N[C@@H](C(C)C)CO2)=N1 | -0.6 | -12 | -10 | 7 | -2 | 2 | 7 | 0.4 | 3
CC(C)(C)NC(=O)C(c1cccs1)N(C(=O)c1csnn1)c1cccc(F)c1 (stereo not drawn) | -1.8 | -12 | -3 | -3 | 3 | -17 | 6 | -1.5 | -5
Cc1cc(C)cc(N=C2NC(=O)CS2)c1 | -1.4 | -13 | -1 | -17 | -1 | -4 | 0 | 0.0 | 3
Cc1cccc(N2CCN(C(=O)Cn3cnc4c3c(=O)n(C)c(=O)n4C)CC2)c1C | -2.3 | -17 | -2 | 2 | 11 | -4 | 9 | -0.9 | -13
Cc1ccc(NS(=O)(=O)c2ccc(C)c(C(=O)Nc3ccc(S(=O)(=O)Nc4onc(C)c4C)cc3)c2)cc1 | nt | nt | -3 | 9 | 0 | nt | -3 | nt | 8
Cc1ccc(NC(=O)c2cc(S(=O)(=O)N3CCCC3)cn2C)cc1C | -1.1 | -11 | -11 | -15 | 2 | 1 | 5 | -1.1 | -2
COc1ccc(CCN2CCC(CN3C(=S)NC[C@@H]3CC(C)C)CC2)cc1OC | nt | nt | -12 | -17 | -19 | nt | -1 | nt | 24
O=C(COC(=O)CNS(=O)(=O)c1c(Cl)cccc1Cl)Nc1ccccc1Sc1ccccc1 | -0.7 | -4 | 11 | 18 | 3 | -10 | 2 | 1.7 | 2
CSc1ncnc2c1cnn2-c1ccc(C)cc1C | -1.6 | -24 | -1 | -11 | 7 | -3 | 3 | -1.1 | -7
COc1ccc2sc(NC(=O)CC(C)C)nc2c1 | -1.9 | -17 | -6 | 10 | 1 | 1 | 16 | -1.1 | -2
CC(OC(=O)c1ccc2c(=O)n3c(nc2c1)CCC3)C(=O)NC1CCCCC1C (stereo not drawn) | -0.7 | -13 | -3 | -5 | 11 | -6 | 0 | 0.0 | -13
Brc1ccc(-c2nnc3n2-c2ccccc2CC3)cc1 | -1.7 | -5 | -2 | -10 | 1 | -8 | -2 | 0.0 | -8
COC(=O)C1CCN(C(=O)/C(C)=C\c2ccccc2)CC1 | -0.6 | -10 | -3 | -11 | 4 | -8 | 1 | 0.3 | -6
CCOc1ccc(N(CC(=O)NCc2ccc(C)cc2)S(=O)(=O)c2c(C)[nH]c(=O)[nH]c2=O)cc1 | 0.5 | -2 | -2 | nt | 4 | -6 | nt | -0.3 | -5
Cc1ccc2cn[nH]c2c1[N+](=O)[O-] | -0.3 | -2 | -8 | 2 | 11 | -2 | 0 | 0.9 | -2
Cc1ccc(C(=O)/C=C/c2cc(Br)cc(Br)c2O)o1 | 12 | 13 | 10 | 47 | 11 | -12 | 15 | 13 | 14
COc1cc(OC)nc(NC(=O)NS(=O)(=O)c2ccc(OC(F)(F)F)cc2)n1 | -1.1 | -10 | -3 | -16 | -1 | -6 | 7 | 0.1 | 2
Cc1cccc(C)c1OCc1cc(C(=O)NC2CCC2)no1 | -1.8 | -11 | -5 | -19 | 1 | -5 | 11 | -1.2 | -4
C/C(=N\NC(=O)CCCNc1ccccc1)c1ccncc1 | -0.4 | -7 | -3 | 0 | 7 | -17 | 0 | -0.1 | 2
CCOc1ccc(-c2nnc(SCc3nc4ccccc4[nH]3)n2N)cc1 | -1.1 | -10 | -6 | 1 | 4 | 10 | 9 | -0.8 | -12
CC(=O)Nc1ccc(C(=O)OCC(=O)N2CCN(C(=O)c3ccco3)CC2)cc1 | 2.0 | -4 | 3 | 9 | 15 | 3 | 0 | 0.6 | -1
COCCOC(=O)c1c(C)oc2ccc(O)c(CN3CCC(C)CC3)c12 (tested in a mixture with another compound) | nt | nt | -6 | 11 | 4 | nt | -1 | nt | -4
Cc1cccc(C=Nc2ccc3c4c(cccc24)CC3)c1O | 8.9 | 39* | 3 | 0 | -3 | -6 | 7 | 25* | 12
Cc1ccc(C)c(N2CCN(C(=O)Cn3c(=O)[nH]c4ccsc4c3=O)CC2)c1 | 1.9 | -10 | -2 | -4 | 6 | -14 | 6 | 1.9 | -10
NC(=O)c1ccsc1NC(=O)COC(=O)c1cccnc1Cl | 0.1 | -10 | 0 | 22 | -5 | -1 | 6 | 1.0 | -1
CCC(C)Oc1ccc(/C=C/c2[nH]c(=O)[nH]c(=O)c2[N+](=O)[O-])cc1OC (stereo not drawn) | -1.6 | -23 | 1 | 1 | 6 | 2 | 11 | 3.9 | -5
O=C(CSc1ccccc1)OCC(=O)N1CCN(C(=O)c2ccco2)CC1 | -1.1 | 4 | -4 | -1 | 8 | -2 | 3 | 6.8 | -4
CCc1nc(SCC(=O)Nc2nccs2)c2oc3ccccc3c2n1 | 2.8 | -10 | 0 | -14 | 6 | -17 | 8 | 2.6 | -10
Cc1ccc(C(=O)NCCc2nnc3ccc(SCC(=O)Nc4ccc(C)cc4C)nn23)cc1 | 1.1 | -14 | -7 | -2 | 5 | 6 | 4 | -1.0 | -5
Cc1ccc(S(=O)(=O)NCCC(=O)N2CCCCCCC2)cc1 | -0.3 | -22 | -3 | -11 | 5 | -9 | 0 | 0.5 | -9
C=C(C(=O)c1ccccc1)C(C)CC(=O)c1ccccc1 (stereo not drawn) | -2.4 | -34 | -3 | 14 | -7 | 4 | -2 | -1.0 | 3

An unsorted share of the library. Share with any hit: about 3.7%.
